Ecoli viability – counter-screen for AddAB inhibitors: E. coli growth inhibition. E. coli V3065 growth, OD600 absorbance, 18 h. inhibition, % at 11.9 µM. 330,000 compounds, 0.27% hits. AID 449728;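 active = inhibition above the campaign's mean inhibition across all tested compounds plus 3 SD, cut at about 9.9% in these data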;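 note: uninfected addAB+ strain grown without phage in ampicillin broth; 0% = DMSO wells and 100% = ciprofloxacin 0.95 µg/ml wells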
DAGLB inhibitor – diacylglycerol lipase beta (human) inhibition; Q8NCG7; 340,000 compounds, 0.059% hits; HEK293T DAGLB membrane lysate, EnzChek fluorogenic substrate; AID 504411; inhibition, % at 5.17 µM; in the data active = inhibition above about 34%;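 note: 0% = enzyme with vehicle and 100% = wells lacking enzyme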
AddAB inh – less growth of phage-infected E. coli with AddAB; inhibition, % at 11.9 µM; 330,000 compounds, 0.29% hits; AID 435030; E. coli expressing H. pylori AddAB, absorbance growth; in the data active = inhibition above about 12%;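 note: 0% = vehicle wells of infected cells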
PKA-R1A act – activates the PKA-R1A holoenzyme complex; PKA-R1A dissociation, Cy5-IP20 fluorescence polarization; scaled: DMSO 0%, 113 µM cGMP 100%; AID 504707; 340,000 compounds, 0.083% hits; activation, % at 11.4 µM; P00514+P68181;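 active = percent activation above the mean of all tested compounds plus 3 SD, cut at about 19% in these data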;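 note: higher means more PKAc released from R1A so a rise in polarization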
Mot1-301 SUMO – SUMOylation pathway inhibition by Mot1-301 growth rescue; growth rescue, % at 18.8 µM; S. cerevisiae Mot1-301 growth rescue, ATP luminescence, 38.5C; percent above DMSO median, 100 means doubled; 320,000 compounds, 1% hits;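 active = every valid replicate shows activation above 250% relative to neutral control wells; inactive = the rest, any valid replicate at or below 250%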;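 note: OY570 slx delta 5 strain wells were the positive control but not used for scaling; some compounds called inactive have numbers as strong as hits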
PKA-R2B activ – PKA-R2B complex activation. P22694+P31323. PKA-R2B holoenzyme dissociation, Cy5-IP20 fluorescence polarization; R2B truncated from residue 108, S112A mutant; 0% DMSO only, 100% 113 µM cGMP. activation, % at 11.4 µM. 340,000 compounds, 0.079% hits. AID 504700;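 active = activation above a cutoff set at the mean over all compounds plus 3 SD, cut at about 18% in these data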;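 note: higher means more holoenzyme dissociation and a rise in polarization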
phage Ecoli inh – E. coli growth loss with phage present | 360,000 compounds, 0.26% hits | inhibition, % at 11.9 µM | growth absorbance | AID 651602; in the data active = inhibition above about 11%
Numbers without * were called inactive; . = not tested or not shown. An excerpt; rates above refer to the full screens.

SMILES	Ecoli viability	DAGLB inhibitor	AddAB inh	PKA-R1A act	Mot1-301 SUMO	PKA-R2B activ	phage Ecoli inh
COc1ccc(-n2[nH]c3c(cnc4ccccc43)c2=O)cc1	.	.	.	.	.	.	0.0
COc1ccccc1OCCNCC(O)COc1cccc2[nH]c3ccccc3c12 (stereo not drawn)	1.6	.	-1.4	.	7	.	.
CCCCCCc1ccc(O)cc1O	2.2	.	4.4	.	10	.	.
CCC(=O)O[C@]1(C(=O)SCF)[C@H](C)C[C@H]2[C@@H]3C[C@H](F)C4=CC(=O)C=C[C@]4(C)[C@@]3(F)[C@@H](O)C[C@@]21C	-0.9	.	-2.2	.	23	.	.
Cc1cc(C)cc(OCC2CNC(=O)O2)c1 (stereo not drawn)	.	-3	.	5	.	7	3.9

Whole records as entered above:
Listed for CCC(=O)O[C@]1(C(=O)SCF)[C@H](C)C[C@H]2[C@@H]3C[C@H](F)C4=CC(=O)C=C[C@]4(C)[C@@]3(F)[C@@H](O)C[C@@]21C → Ecoli viability = -0.9; DAGLB inhibitor = .; AddAB inh = -2.2; PKA-R1A act = .; Mot1-301 SUMO = 23; PKA-R2B activ = .; phage Ecoli inh = .
Listed for CCCCCCc1ccc(O)cc1O → Ecoli viability = 2.2; DAGLB inhibitor = .; AddAB inh = 4.4; PKA-R1A act = .; Mot1-301 SUMO = 10; PKA-R2B activ = .; phage Ecoli inh = .

Nothing new here: 2 of the compounds above.
SMILES	Ecoli viability	DAGLB inhibitor	AddAB inh	PKA-R1A act	Mot1-301 SUMO	PKA-R2B activ	phage Ecoli inh
CCCCCCc1ccc(O)cc1O	2.2	.	4.4	.	10	.	.
CCC(=O)O[C@]1(C(=O)SCF)[C@H](C)C[C@H]2[C@@H]3C[C@H](F)C4=CC(=O)C=C[C@]4(C)[C@@]3(F)[C@@H](O)C[C@@]21C	-0.9	.	-2.2	.	23	.	.
